Epigenetic reg: epigenetic control regulation, reporter derepression; Potency, µM (highest dose often 53.9 µM), for the others: at the top dose GFP activation, most hits filed as activators; 0.2% of 280,000 active; murine LDR cells, GFP reporter derepression, 30 h; further: % of control where 0% means no effect; nearly all actives have a fitted effect of over 60% in size
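Murine LDR cells carrying a silenced, genomically integrated CMV-driven GFP reporter were exposed to compound for 30 hours at 37 C. After PBS washes, GFP-positive cells (20–120 um objects) were counted by laser-scanning microplate cytometry.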
IMPase Li inh: cell-permeable IMPase inhibitors with lithium potentiation; CHO-M1 cells, IP1 TR-FRET (IP-One), carbachol + lithium; Potency, µM (doses to about 59.4 µM), for the others: at the top dose activity, negative = IMPase inhibition, actives largely listed as inhibitors; 0.35% of 210,000 active;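 further: IP1 builds up when IMPase is blocked and the TR-FRET signal falls; plate controls were basal vehicle for no effect and high inhibitor control for full effect; nearly all actives have a fitted effect of over 50% in size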
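CHO cells stably expressing M1 receptor (2000/well) were cultured 16–30 h, then exposed to compounds with a small lithium addition for 30 min at 37C. IP1 was measured by TR-FRET competition; AC50 from Hill fits.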
JMJD2E inh: blocks human JMJD2E demethylase activity; B2RXH2; JMJD2E catalytic domain, FDH-coupled NADH fluorescence (FDH is formaldehyde dehydrogenase); Potency, µM (doses to about 57.1 µM), inactives show at the top dose activity change, negative = inhibition, most hits filed as inhibitors; 1.6% of 230,000 active; AID 2147; active means well fitted inhibition curve with a large enough effect, not every such curve was filed as active; inconclusive means small, poorly fitted or top-dose-only effect, or another doubt; inactive means no such curve, though single readings can be large or run the other way;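 further: 0% = wells with enzyme and -100% = buffer wells without enzyme; nearly all actives have a fitted effect of over 50% in size; many of its hits are not listed in these tables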
RECQ1 inh: RECQ1 (human) helicase inhibition. Potency, µM (top dose mostly 57.3 µM), for the others: at the highest dose activity, negative = inhibition, usual class: inhibitors. RECQ1 DNA unwinding, red fluorescence kinetic read. P46063. 0.54% of 240,000 active;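 further: plate controls were vehicle for no effect and no enzyme for full effect; nearly all actives have a fitted effect of over 30% in size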
Target sequence (P46063 whole entry, looked up): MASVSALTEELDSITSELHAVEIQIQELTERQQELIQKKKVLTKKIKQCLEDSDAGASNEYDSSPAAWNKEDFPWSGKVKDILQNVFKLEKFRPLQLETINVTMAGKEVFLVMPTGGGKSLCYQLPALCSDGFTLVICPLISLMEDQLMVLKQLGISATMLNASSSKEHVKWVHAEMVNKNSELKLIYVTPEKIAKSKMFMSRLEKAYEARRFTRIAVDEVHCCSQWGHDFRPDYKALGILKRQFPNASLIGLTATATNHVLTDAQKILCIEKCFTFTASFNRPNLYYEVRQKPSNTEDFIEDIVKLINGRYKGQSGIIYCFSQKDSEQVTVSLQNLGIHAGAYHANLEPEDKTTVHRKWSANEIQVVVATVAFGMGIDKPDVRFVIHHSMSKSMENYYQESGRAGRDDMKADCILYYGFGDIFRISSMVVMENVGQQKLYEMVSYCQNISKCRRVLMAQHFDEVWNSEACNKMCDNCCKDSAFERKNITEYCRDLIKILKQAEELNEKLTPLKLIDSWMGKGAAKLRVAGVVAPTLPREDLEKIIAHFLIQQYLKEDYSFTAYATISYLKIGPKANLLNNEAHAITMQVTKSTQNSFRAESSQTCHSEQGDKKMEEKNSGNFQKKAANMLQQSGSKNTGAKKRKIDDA
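RECQ1T1 50 nM; forked duplex (20 bp + 30-nt ss tails) 200 nM, ATP 2 mM final; pH 8.0, 2 mM MgCl2, 2.5 ug/ml poly(dI-dC); 15 min compound preincubation; discontinuous kinetic read over 2 h at RT.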
NPSR antagonist: neuropeptide S receptor (human) antagonism, cAMP; CHO-NPSR cells, cAMP TR-FRET, antagonist mode; Q6W5P4; 1% of 220,000 active; Potency, µM (titrated, usually from 38.3 µM), without a hit: at the highest dose activity change, negative = inhibition, usual class: inhibitors; further: on the % scale 0 is the no-effect control and ±100 the full control effect; nearly all actives have a fitted effect of over 50% in size; many of its hits are not listed in these tables
RGS12 GoLoco inh: RGS12 GoLoco-Gai1 interaction inhibition | P63096 | Gai1:RGS12 GoLoco peptide FP, rhodamine, 10 min | Potency, µM (titrated, usually from 61.6 µM), inactives show top-dose activity, negative = inhibition, hits mostly inhibitors | 0.44% of 230,000 active; active means well fitted inhibition curve with a large enough effect, not every such curve was filed as active; inactive means no such curve, though single readings can be large or run the other way; further: on the % scale 0 is the no-effect control and ±100 the full control effect; nearly all actives have a fitted effect of over 30% in size; many of its hits are not listed in these tables
Target sequence (P63096 whole entry, looked up): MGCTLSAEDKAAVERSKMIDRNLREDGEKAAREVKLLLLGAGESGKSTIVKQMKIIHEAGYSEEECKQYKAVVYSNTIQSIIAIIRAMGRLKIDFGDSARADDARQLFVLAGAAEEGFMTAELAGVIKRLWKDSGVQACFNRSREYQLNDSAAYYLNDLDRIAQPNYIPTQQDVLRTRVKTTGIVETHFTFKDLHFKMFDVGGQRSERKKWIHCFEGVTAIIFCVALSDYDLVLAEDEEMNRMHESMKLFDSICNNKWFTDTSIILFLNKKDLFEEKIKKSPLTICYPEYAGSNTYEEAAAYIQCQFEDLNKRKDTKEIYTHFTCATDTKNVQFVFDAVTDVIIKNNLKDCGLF
KinaseGlo FLuc: counter-screen: inhibitors of Kinase-Glo firefly luciferase. Kinase-Glo luciferase, ATP luminescence, 8 min. Potency, µM (highest dose often 38.3 µM), for inactives: top-dose activity change, negative = inhibition, hits mostly inhibitors. 0.28% of 200,000 active; further: on the % scale 0 is the no-effect control and ±100 the full control effect; nearly all actives have a fitted effect of over 60% in size
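Light output from Kinase-Glo luciferase with luciferin and 10 uM ATP in 50 mM imidazole pH 7.2, KCl, MgCl2, Tween 20, BSA; compound pin-delivered, 8-min ambient incubation, then luminescence read.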
SMN2 splice enh: enhancers of SMN2 splice variant expression; HEK293 SMN2-luciferase splicing reporter, luminescence, 30-36 h; Potency, µM (titrated, usually from 46.1 µM), for the others: at the top dose activity change, positive = activation, actives largely listed as activators; 2.8% of 210,000 active; AID 1458; further: % of control where 0% means no effect; nearly all actives have a fitted effect of over 55% in size
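HEK293 cells carry an SMN2 minigene-luciferase reporter in which exon 7 inclusion puts luciferase in frame. Cells were seeded at 2000 cells/well, attached for 10-12 hours, then exposed to compounds for 30-36 hours at 37C before ONE-Glo luminescence.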
* hit, by the source's call; i = inactive; ? = inconclusive; · = no result given; & = joins results of further samples; [ ] = remark or other dose. Unless noted, the call rests on the fitted dose curve; in most records, active means well fitted curve in the direction sought with a large enough effect; inconclusive means small, poorly fitted or top-dose-only effect, or another doubt; inactive means no such curve, though single readings can be large; an effect the other way counts as inactive or inconclusive. Potency means the concentration at half of the fitted maximal effect. Some of the compounds tested; count on the stated rates, not on these rows.

Structure | Epigenetic reg | IMPase Li inh | JMJD2E inh | RECQ1 inh | NPSR antagonist | RGS12 GoLoco inh | KinaseGlo FLuc | SMN2 splice enh
CN1C(=O)CC(N2CCN(C(=O)CN3CCCC3)CC2)C1=O (stereo unspecified) | -2.1% | 12%[38.3 µM] | 4% | 0% | -2%[46.1 µM] | 2% | 1% | 27%
Cc1ccc(NC(=O)COC(=O)c2cc(C)nc3ccccc23)c([N+](=O)[O-])c1 | 0.1% | · | -5% | -2% | 10%[46.1 µM] | · | · | ·
COc1ccc(-c2nc(CSCC(=O)NCc3ccco3)c(C)o2)cc1 | 0.0% | 2%[38.3 µM] | 6% | -1% | -4%[46.1 µM] | 12% | -4% | -41%[inhibitor]
CC(NC(=O)/C(C#N)=C1\N=C(NC(=O)c2ccco2)c2ccccc21)c1ccccc1 (stereo unspecified) | 1.4% | · | 43%[activator] | -10% | 17%[7.67 µM] | 15% | · | ·
C=CCn1c(CCn2c3ccccc3c3ccccc32)n[nH]c1=S | ? | 7% | -1% | -10% | -58% | 1% | -2% | 9%
CCCOc1ccc(N2CC(C(=O)Nc3ccc4c(c3)OCO4)CC2=O)cc1 (stereo unspecified) | -1.0% | 7% | -3% | -1% | 9%[46.1 µM] | 4% | 1% | 8%
Cc1nc(P(=O)(c2ccccc2)c2ccccc2)c(N2CCOCC2)o1 | -0.1% | -9%[38.3 µM] | 10% | i | -8%[46.1 µM] | 3% | 9% | -1%
NC1=NC[C@H](Cc2ccc(O)cc2)N1CCCCC1CCCCC1 | -1.6% | · | 1% | ? | -50% | 6% | · | ·
COc1ccc(OC)c(S(=O)(=O)N2CCC(C(=O)NC(C)c3ccccc3)CC2)c1 (stereo unspecified) | -0.9% | -4%[38.3 µM] | 11% | i | -4%[46.1 µM] | 2% | 0% | -8%
O=S(=O)(Nc1nc2ccccc2[nH]1)c1ccc(Cl)cc1 | -1.0% | 50%[activator][38.3 µM] | -3% | -7% | ? | 5% | 1% | -3%
COc1ccccc1NC(=O)Nc1cc(C(C)(C)C)nn1C | 1.2% | · | 6% | -9% | 7% | 6% | · | ·
CCc1nnc(NC(=O)c2ccc(S(=O)(=O)N(CC(C)C)CC(C)C)cc2)o1 | -1.0% | -2% | 2% | 3% | 5%[46.1 µM] | 5% | 0% | -56%[inhibitor]
CCOC(=O)C1=C(CC)Nc2ccccc2N=C1NC(=O)c1ccc(S(=O)(=O)N2CCCC2)cc1 | 1.9% | 16% | -2% | i | -22% | 22% | -2% | -4%
Cc1sc(NC(=O)c2ccco2)c(CN2CCN(c3ccc(F)cc3)CC2)c1C | -0.2% | 32%[activator][38.3 µM] | 2% | 0% | ? | 5% | -4% | -21%
COc1cccc(-c2noc(-c3ccc(Br)o3)n2)c1 | 0.0% | 17% | 12% | i | -19% | 1% | -12% | 22µM*
O=C1CCCN1c1ccc(CNS(=O)(=O)c2ccc(F)cc2)cc1 | -1.1% | 18%[38.3 µM] | 4% | -1% | -15%[46.1 µM] | 1% | 4% | -21%
O=C(Cn1cc(C(=O)C2CC2)c2ccccc21)NCc1ccc2c(c1)OCO2 | -1.1% | -2%[38.3 µM] | -1% | -12% | -10%[46.1 µM] | 9% | 2% | -12%
CCCCCCCCCCCCCCCC[n+]1ccc(/C=N/O)cc1 | 0.0% | 19% | -2% | -3% | 5µM* | -5% | 0% | -36%[inhibitor]
CN(C)/C=N/c1ncnc2c1cnn2-c1ccc(C(F)(F)F)cn1 | 0.0% | -5% | -14% | i | -8%[46.1 µM] | 9% | -1% | 14µM*
CC(C)CCn1c(SCC(=O)N2CC(=O)Nc3ccccc32)nc2scc(-c3cccs3)c2c1=O | -5.5% | 19%[38.3 µM] | -4% | -24% | -7%[46.1 µM] | 6% | -1% | 2%
CC(C)(C)NC(=O)Nc1ccc2nccnc2c1 | 1.0% | -19%[38.3 µM] | ? | i | -5%[46.1 µM] | 9% | -6% | ?
Cc1onc(-c2ccc(Cl)cc2Cl)c1-c1csc(N/N=C/c2ccccc2)n1 | -0.3% | · | ? | -10% | 56% | 7% | · | ·
COc1ccccc1N1CCN(C(=O)c2cc3c(=O)n(C)c4ccccc4c3n2C)CC1 | 0.2% | 16%[38.3 µM] | ? | 7% | -16%[46.1 µM] | 15% | 6% | 6%
COc1cccc(C(=O)N2c3ccccc3Sc3ccccc32)c1 | 0.0% | -5% | -14% | -1% | -19% | 3% | 6% | ·
C/C(=N\Nc1nc(N2CCOCC2)nc(N2CCOCC2)n1)c1ccc([N+](=O)[O-])cc1 | -2.2% | -3% | -2% | 1% | 24% | -5% | 0% | -29%
COc1cccc(-c2nc(NCc3cnc(C)cn3)c3ccccc3n2)c1 | 0.2% | 14% | 0% | -13% | · | 2% | -3% | 19%
Cc1ccc2nc(SCC(=O)NCc3ccco3)c(C)cc2c1 | 1.3% | 11% | -23% | -15% | 10% | 3% | -4% | ·
CCOC(=O)c1ccc(NC(=O)C2CCCN(S(=O)(=O)c3cnc[nH]3)C2)cc1 (stereo unspecified) | -4.1% | 1%[38.3 µM] | 16% | -8% | -11%[46.1 µM] | 1% | -3% | -6%
COc1cc(/C=N\NC(=O)c2cccc(Cl)c2)ccc1Oc1ccc([N+](=O)[O-])cn1 | 3.1% | · | 1% | -2% | -30% | 1% | · | ·
CCN(CC)S(=O)(=O)c1ccc(Oc2ccc(S(=O)(=O)N(CC)CC)cc2)cc1 | -1.0% | 43%[activator][38.3 µM] | -4% | i | -4%[46.1 µM] | 7% | -5% | -97%[inhibitor]
Cc1ccc(C(=O)c2c(NC(=O)c3ccncc3)sc3c2CCCC3)cc1 | 4.1% | 43%[activator][38.3 µM] | 0% | 1% | -13%[46.1 µM] | -1% | -1% | -17%
COc1ccc(/C=N/NC(=O)C[n+]2ccccc2)c(OC)c1 | -1.3% | 11% | -3% | 4% | 9% | 1% | 1% | -5%
COc1cccc(Nc2nc(C)cc(C)c2C#N)c1 | -0.8% | 3% | 63%[activator] | -1% | 18%[46.1 µM] | 1% | 0% | -9%
c1ccc(-c2ccc(CN3C[C@@H]4C(c5ccccc5)C5(c6ccccc6)CC4(C5)[C@H]3c3ccccc3)cc2)cc1 (stereo partly specified) | 7.7%&-3.2% | -12% | ? | -3% | 13% | 1%&2% | -4% | -12%
COc1ccc(Nc2nc(-c3ccc(OC)cc3)cs2)cc1 | 2.7% | -1% | -8% | i | 4% | 2% | 1% | ?
CCOC(=O)N1CCN(c2cc(=O)n(-c3cccc(C)c3)c(=O)[nH]2)CC1 | -5.2% | 6% | 14% | i | 10% | -12% | 2% | -23%
COc1ccc(S(=O)(=O)N(Cc2cc3ccc(OC)cc3[nH]c2=O)CC2COCCO2)cc1 (stereo unspecified) | 1.2% | -16%[38.3 µM] | · | -5% | -26%[46.1 µM] | -13% | -1% | -1%
O=C(NNc1nc2cc3c(cc2s1)OCO3)c1ccccc1 | 5.7% | 6% | -3% | -2% | -1% | -20% | 1% | 22%
COc1ccc(C2=NO[C@@H]3C(=O)N(c4ccc(C)cc4C)C(=O)[C@H]23)cc1OC | 0.0% | 4%[38.3 µM] | 4% | 8% | -5%[46.1 µM] | -12% | 1% | 11%
O=C(O)CC(c1ccc(Cl)cc1)N1C(=O)CCC1=O (stereo unspecified) | -1.1% | -5%[38.3 µM] | 1% | 3% | 4%[46.1 µM] | 2% | -2% | -2%
Cc1nn2c(=O)cc(CSc3nc4ccccc4[nH]3)nc2s1 | -0.2% | 8%[38.3 µM] | -2% | -10% | 2%[46.1 µM] | 5% | 3% | -5%
Cc1ccc(C2C3=C(CCCC3=O)OC3=C2C(=O)CCC3)cc1 | -1.0% | -5% | 2% | -3% | 24% | 3% | 3% | 6%
COc1cc(NC(=O)c2cc(-c3cccs3)on2)cc(OC)c1OC | -1.8% | 3%[38.3 µM] | -2% | -18% | -2%[46.1 µM] | 36%[activator] | -6% | 17%
O=C(CNCC1(N2CCOCC2)CCCCC1)Nc1ccc(Cl)cc1 | -1.5% | 14% | 2% | 0% | 0% | 4% | -1% | 8%
O=C(O)CC(CC(=O)O)(C(=O)O)c1ccccc1 | 0.1% | · | -5% | -5% | 7% | -3% | · | ·
CCOc1cc(C=O)ccc1OCCSc1ccc(C)cc1 | 1.4% | 3% | -9% | -27% | ? | 11% | 4% | -12%
CC(C(=O)Nc1ccccc1Cl)c1ccc([N+](=O)[O-])cc1 (stereo unspecified) | -0.4% | 8% | -4% | 2% | -13% | -3% | -1% | -2%
CCN1CCN(C(=O)C2CCN(S(=O)(=O)c3cccc4cccnc34)CC2)CC1 | 0.0% | 6%[38.3 µM] | 1% | -8% | 8%[46.1 µM] | 7% | -4% | 30%
Cc1ccc(C(=O)CSc2nnc(COc3cc(C)cc(C)c3)o2)cc1 | -1.0% | 48%[activator][38.3 µM] | 2% | 5% | -16%[46.1 µM] | 10% | 0% | 17%
O=C(COc1ccccc1)NNC1=NS(=O)(=O)c2ccccc21 | -0.2% | 14% | 0% | i | 4% | -4% | 5% | -5%

Next section:
Structure | Epigenetic reg | IMPase Li inh | JMJD2E inh | RECQ1 inh | NPSR antagonist | RGS12 GoLoco inh | KinaseGlo FLuc | SMN2 splice enh
COc1ccc(-n2c(=O)[nH]c3cc(C(=O)NCCc4ccc(Cl)cc4)ccc3c2=O)cc1OC | 9.6%&-1.9% | -1% | -15% | -16% | -29% | -8% | 4% | -44%&1%[inhibitor]
Cc1nn(-c2ccc(F)cc2)c(N)c1C1(O)C(=O)Nc2ccccc21 (stereo unspecified) | -0.2% | -2% | -4% | -7% | 4% | 8% | -6% | 7%
Cc1ccc(NCc2ccccc2)cc1 | 0.0% | 0% | 2% | -1% | -9% | 5% | 0% | 2%
COc1cc([N+](=O)[O-])ccc1NC(=O)CCCOc1ccc(C)cc1 | -1.2% | -5%[38.3 µM] | -1% | -1% | -7%[46.1 µM] | -2% | 0% | -6%
CCOC(=O)c1c(NC(=O)c2cccs2)sc(C)c1CC | -2.0% | 2%[38.3 µM] | ? | -13% | ? | 10% | 13% | -10%
COc1cc(CO)ccc1OCc1nnnn1-c1ccc(C)cc1 | -1.1% | 10% | 12% | 8% | -8% | 8% | -1% | 20%
Cc1cc(C)n(CCn2nc(C)cc2C)n1 | 0.7% | -1%[38.3 µM] | 0% | -1% | -3%[46.1 µM] | -5% | 1% | 9%
COc1cccc(N2C(=O)C3C(C2=O)C3(c2ccccc2)c2ccccc2)c1 (stereo unspecified) | -1.4% | · | -7% | -12% | -2%[7.67 µM] | -3% | · | ·
